Screening data: PubChem BioAssay, several laboratories
C8 TRAIL sens = caspase-8 TRAIL sensitization | inhibition (viability loss, TRAIL sensitization), % at 10 µM | actives 1% (n = 360,000) | NB7+C8 cells + TRAIL, ATPlite viability luminescence | AID 624354;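 active = compounds causing at least 50% loss of cell viability in the single-dose screen, relative to plate controls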
SRC1 inh = inhibitors of human steroid receptor coactivator 1 (SRC1) | HEK293 GAL4-SRC1 luciferase reporter, luminescence | inhibition, % at 3.6 µM | actives 0.12% (n = 360,000) | AID 588354;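 active = inhibition above the campaign mean plus 3 SD, with each screening campaign given its own cutoff, cut at about 60% in these data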;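 also: 0% = DMSO treated cells and 100% = gossypol at 36 µM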
NCOA2 inhibitor = inhibits human steroid receptor coactivator 2; Q15596; HEK293 GAL4-SRC2 luciferase reporter, luminescence; inhibition, % at 9 µM; actives 0.17% (n = 370,000); AID 651957;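 active = inhibition above the mean inhibition of all tested compounds plus 3 SD, set per campaign, cut at about 52% in these data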;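 also: 0% = DMSO treated cells and 100% = cells given Gossypol at 36 µM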
NR2F2 inh = blocks human COUP-TFII nuclear receptor | HEK293T NGFI-A luciferase reporter, luminescence | inhibition, % at 8.6 µM | AID 686940 | actives 0.7% (n = 370,000);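 active = inhibition above a per-plate cutoff, mean inhibition of test wells between control levels plus 3 SD, cut at about 38% in these data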;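 also: cells cotransfected with COUP-TFII expression vector driving the NGFI-A reporter; 0% = median of COUP-TF2 test wells and 100% = reporter-only cells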
TWEAK Fn14 block = inhibitors of TWEAK-Fn14 interaction signaling; TWEAK-stimulated Fn14 reporter cells, luciferase luminescence, 8 h; inhibition, % at 10 µM; actives 2% (n = 360,000); in the data active = inhibition above about 50%
NCOA3 inh = inhibitors of human steroid receptor coactivator 3 (SRC3); Q9Y6Q9; HEK293 GAL4-SRC3 luciferase reporter, luminescence; inhibition, % at 3.6 µM; actives 0.17% (n = 360,000); AID 588352;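 active = inhibition above a per-campaign cutoff, the mean of all compounds plus 3 SD, cut at about 60% in these data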;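 also: 0% = DMSO-treated cells and 100% = gossypol-treated cells at 36 µM; higher means less SRC3-driven luciferase light from the GAL4 reporter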
Target sequence (Q9Y6Q9 whole entry, looked up, the tested form may be a part): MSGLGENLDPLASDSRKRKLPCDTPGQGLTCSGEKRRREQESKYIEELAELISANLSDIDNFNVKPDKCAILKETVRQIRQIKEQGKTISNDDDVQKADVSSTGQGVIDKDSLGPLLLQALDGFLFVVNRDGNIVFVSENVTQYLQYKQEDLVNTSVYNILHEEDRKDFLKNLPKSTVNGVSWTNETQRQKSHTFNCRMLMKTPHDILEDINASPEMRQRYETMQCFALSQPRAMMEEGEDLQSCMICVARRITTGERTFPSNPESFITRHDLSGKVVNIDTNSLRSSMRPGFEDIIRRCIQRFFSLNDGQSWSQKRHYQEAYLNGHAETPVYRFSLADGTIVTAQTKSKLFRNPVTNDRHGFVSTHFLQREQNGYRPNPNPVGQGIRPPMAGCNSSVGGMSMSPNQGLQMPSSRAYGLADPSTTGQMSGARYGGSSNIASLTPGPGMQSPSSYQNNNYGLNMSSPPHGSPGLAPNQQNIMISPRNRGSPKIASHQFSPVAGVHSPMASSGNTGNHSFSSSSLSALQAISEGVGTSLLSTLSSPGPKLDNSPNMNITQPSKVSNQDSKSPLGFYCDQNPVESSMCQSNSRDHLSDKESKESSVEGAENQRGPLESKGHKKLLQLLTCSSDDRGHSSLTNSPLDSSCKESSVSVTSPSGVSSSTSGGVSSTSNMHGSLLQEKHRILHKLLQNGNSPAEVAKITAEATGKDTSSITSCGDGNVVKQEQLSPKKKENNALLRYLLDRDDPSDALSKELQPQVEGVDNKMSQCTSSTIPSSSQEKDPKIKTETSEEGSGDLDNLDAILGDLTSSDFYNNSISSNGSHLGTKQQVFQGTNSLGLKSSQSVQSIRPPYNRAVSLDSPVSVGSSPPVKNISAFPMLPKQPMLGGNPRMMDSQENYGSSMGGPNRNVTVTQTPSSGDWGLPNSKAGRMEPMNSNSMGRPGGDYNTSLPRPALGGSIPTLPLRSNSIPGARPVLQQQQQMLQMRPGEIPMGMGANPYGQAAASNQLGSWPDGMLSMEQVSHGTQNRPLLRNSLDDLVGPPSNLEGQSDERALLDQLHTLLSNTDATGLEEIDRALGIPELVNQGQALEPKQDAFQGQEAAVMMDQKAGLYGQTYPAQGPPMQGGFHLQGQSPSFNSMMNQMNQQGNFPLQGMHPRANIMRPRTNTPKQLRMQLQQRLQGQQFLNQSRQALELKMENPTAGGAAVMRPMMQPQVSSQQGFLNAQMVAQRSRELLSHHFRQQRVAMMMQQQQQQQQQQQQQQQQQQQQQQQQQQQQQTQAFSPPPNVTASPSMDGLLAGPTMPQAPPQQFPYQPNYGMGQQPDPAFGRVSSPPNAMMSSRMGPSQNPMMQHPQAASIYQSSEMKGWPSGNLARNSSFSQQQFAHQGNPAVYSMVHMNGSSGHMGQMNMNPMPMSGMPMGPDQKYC
EBV LMP1 NFkB = Epstein-Barr LMP1 NF-kappaB reporter inhibition. actives 0.69% (n = 350,000). AID 504558. inhibition, % at 12.5 µM. LMP1-induced NF-kappaB luciferase reporter cells, luminescence; in the data active = inhibition above about 41%;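 also: 0% = neutral control wells and 100% = reference inhibitor control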
TLR9-MyD88 block = TLR9-MyD88 interaction inhibition; Q9NR96+Q99836; actives 0.21% (n = 340,000); inhibition, % at 4.98 µM; CHO BLA complementation TLR9-MyD88, CCF4 FRET ratio;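 active = inhibition above the mean over all tested compounds plus 3 SD, cut at about 21% in these data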;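 also: 0% = DMSO only wells and 100% = clavulanate BLA inhibitor control wells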
LRH-1 inv ag = suppresses constitutive activity of human LRH-1 | O00482 | HEK293T StAR-luciferase reporter, LRH-1 transfected, 24 h | inhibition, % at 3.6 µM | actives 0.13% (n = 360,000);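 active = inhibition above the mean inhibition of all tested compounds plus 3 SD, cut at about 73% in these data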;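 also: 0% = DMSO wells and 100% = reporter-only cells lacking LRH-1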
NOD2 RIPK2 PPI = blocks binding of human NOD2 to RIPK2. O43353. inhibition, % at 4.98 µM. CHO BLA complementation NOD2-RIPK2, CCF4 ratio. actives 0.38% (n = 360,000); in the data active = inhibition above about 21%;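 also: 0% = vehicle only and 100% = reference blocker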
TROY NFkB inh = blocks TROY-dependent signaling in reporter cells | actives 0.98% (n = 360,000) | inhibition, % at 10 µM | Q293 LMP1-TROYcd NF-kB luciferase reporter, 4 h | AID 1347056;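 active = compounds whose plate-normalised and pattern-corrected inhibition of the luciferase reporter signal at the single screening dose is 50% or more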
Starred values were filed as active, the others as inactive; . = no result given. Some of the compounds tested, so the mix of outcomes need not match the whole.

SMILES	C8 TRAIL sens	SRC1 inh	NCOA2 inhibitor	NR2F2 inh	TWEAK Fn14 block	NCOA3 inh	EBV LMP1 NFkB	TLR9-MyD88 block	LRH-1 inv ag	NOD2 RIPK2 PPI	TROY NFkB inh
COc1ccc(CN(C(=O)c2snc(C(N)=O)c2N)C(C(=O)NC2CCCC2)c2cc(OC)ccc2OC)cc1 (centres undefined)	-4	-1	11	-13	10	9	1	0	-4	-11	12
CC(NC1c2ccccc2-c2ccccc21)c1ccccc1 (centres undefined)	-6	6	3	8	0	-7	-5	-11	-10	-12	-19
COc1ccccc1N(CC(O)CN1CCCCC1)S(=O)(=O)c1ccc(C)cc1 (centres undefined)	-15	-37	-19	-7	-8	0	6	1	7	4	-27
Cc1c(C(=O)N2CCOCC2)c(S(=O)(=O)Nc2cccc(F)c2)c(C)n1C	-1	-1	-7	4	4	-15	5	-4	-11	-7	3
COCCn1c(SCC(=O)Nc2ccc(OC)cc2OC)nc2ccccc2c1=O	11	19	9	15	0	0	-7	2	6	-1	-8
CC(C)[C@H](NC(=O)NCCc1ccc(Cl)cc1)C(=O)O	11	-19	-9	6	-4	11	0	2	-2	4	1
Cc1cc(C(=O)COC(=O)c2ccc(NC(=O)CC#N)cc2)c(C)n1-c1ccc(OC(F)F)cc1	12	7	-19	-11	7	-6	3	2	15	4	1
CCC/C=C1/CCCOC(C(=O)NCc2ccc(S(C)(=O)=O)cc2)(C(F)(F)F)C1 (centres undefined)	10	-7	0	-9	4	10	2	0	-34	0	-4
CCOc1ccc2c(c1)c1nnc(SCC(=O)N3CCC(C)CC3)nc1n2C	-5	-12	9	-7	22	-8	7	-15	12	10	8
O=C(CN1C(=O)NC(c2ccccc2)(c2ccccc2)C1=O)NCc1ccc(F)cc1	0	-4	-2	-5	3	17	-1	2	6	-12	-18
CCC(C(=O)Nc1cc(Cl)ccc1OC)c1ccccc1 (centres undefined)	-5	-2	4	18	22	-3	-1	-2	3	5	8
Cc1ccc(S(=O)(=O)N(CC(=O)N2CCC(C)CC2)c2ccccc2)cc1	-1	2	-13	9	7	3	-12	5	-5	7	11
CCCOc1ccc(C(O)(CCC)CCN2CCCCC2)cc1 (centres undefined)	-4	-13	-19	7	5	10	10	4	-4	-1	7
[O-]c1c[n+](-c2ccccc2)no1	-9	-6	-29	-8	-13	4	3	-6	-13	4	-9
CCc1ccc(NC(=O)C2CCN(c3ncnc4c3nc3n4CCCCC3)CC2)cc1	1	3	-13	7	19	12	-4	0	-13	1	9
COC(=O)c1ccc(CSc2nnc(CS(=O)Cc3ccc(Br)cc3)n2-c2ccccc2)cc1 (centres undefined)	18	-4	16	39*	30	11	10	-9	19	3	21
N#Cc1cccc(-c2csc(C(O)c3ccco3)n2)c1 (centres undefined)	-2	2	-3	2	17	-12	.	.	2	-1	-8
COc1ccc(N(CC(=O)NCc2ccc(Cl)cc2)S(=O)(=O)c2c(C)nn(C)c2C)cc1	-2	2	-1	-1	3	6	-5	-1	-1	-8	0
COC(=O)c1c(-c2ccc(OC)c(OC)c2)csc1N	-16	5	-5	13	11	20	-8	-2	9	5	-1
COc1cc(NC(=O)CCNC(=O)N2CC(=O)Nc3ccccc32)cc(OC)c1OC	-4	-17	-34	-1	-40	2	-4	10	0	-1	4
COc1cccc(CC(=O)OCC(=O)NC2CCCC2)c1	4	-11	-12	12	9	9	-1	-8	6	0	-7
CCOC(=O)C1CCN(C(=O)C2CCN(c3ncnc4c3nc3n4CCCCC3)CC2)CC1	-5	-29	19	2	-7	-41	11	6	12	-7	11
CCCn1c(C)cc(C(=O)COC(=O)c2c(C)nn(-c3ccccc3)c2C)c1C	1	-16	-19	13	36	10	-14	-2	8	-4	-4
O=C(CN(C(=O)CNS(=O)(=O)c1ccc(F)cc1)c1cccc(F)c1)NCC1CCCO1 (centres undefined)	-2	6	-18	9	-12	-1	-8	9	7	-4	10
COc1ccc(NC(=O)Nc2cccc(NC(C)=O)c2)c(OC)c1	2	-25	3	-13	-18	-3	3	-7	-3	0	7
C/C(=N\OCC(=O)Nc1nc2ccccc2s1)c1ccccc1	-2	-2	-20	12	-4	3	1	-6	8	0	14
CC(C)OC(=O)Cn1cnc2ccc(Br)cc2c1=O	-16	1	-27	-19	-8	8	-9	7	14	5	-18
O=[N+]([O-])c1ccc(CSc2nc3ccccc3[nH]2)cc1	20	-69	-41	-36	-29	-44	-19	3	-59	-2	-62
O=C(NCCc1ccc(Cl)cc1)C1CC(=O)N(C2CCCC2)C1 (centres undefined)	17	1	7	-2	1	6	-7	9	0	-6	11
Nc1[nH]c(C(=O)c2ccccc2)c(-c2ccccc2C(F)(F)F)c1C(=O)NCc1ccc(F)cc1	-4	.	-30	-15	-7	.	.	.	-14	-8	22
CN(CC(=O)Nc1ccccc1Cl)C(=O)c1cccc(S(=O)(=O)N2CCN(c3ccccc3)CC2)c1	12	2	-5	43*	24	10	22	-4	10	-13	15
COc1ccc(NC(=S)NCCN2CCOCC2)cc1	2	2	27	-4	-2	1	4	14	5	5	10
CC1Cc2cc(/C(O)=C3\C(=O)C(=O)N(Cc4ccncc4)C3c3ccccc3F)ccc2O1 (centres undefined)	5	-23	-8	-8	7	0	4	8	-39	2	11
COc1ccc(Cl)cc1-c1cc(C(=O)Nc2ccc(F)cc2)[nH]n1	15	12	-12	5	-11	-9	.	.	19	-7	-14
Nc1scn[n+]1Cc1cccc2cccnc12	-23	6	18	-7	-11	-24	-6	5	-3	5	17
CCOc1ccc(CN2C(=O)c3ccccc3Sc3ccc(C(=O)NCCCN4CCOCC4)cc32)cc1	18	9	-7	-14	11	6	4	-5	18	1	-6
CC1(C)CSC(=S)N1S(=O)(=O)c1ccccc1	-1	-5	3	15	3	-1	2	6	-14	7	-3
CCN(CC)c1ccc(CN2CCCCCC2)cc1	8	-5	4	13	7	-22	-1	5	0	-6	-10
COc1ccc(C(O)c2ncc(-c3ccccc3C)[nH]2)cc1 (centres undefined)	3	-14	5	5	-30	7	.	.	8	-15	-19
Cc1c(O)ccc(C(=O)CN2CCN(c3ccccc3)CC2)c1O	-1	7	16	-12	-5	6	-1	-6	-4	3	2
CCOC(=O)c1cn(Cc2c(C)c(C)c(C)c(C)c2C)nn1	8	4	13	-17	-1	12	11	-2	-7	-6	14
Cc1ccc(C(=O)Nc2ncc(Cc3ccc(SC(F)F)cc3)s2)cc1	21	-13	4	-12	-6	7	-2	-3	-4	5	0
CCCCCCc1c(C)c2ccc(OCC(=O)N3CCC[C@H]3C(=O)O)c(C)c2oc1=O	6	-20	1	15	-11	8	2	-8	4	-1	4
COc1cc(/C=N/NC(=O)c2cc(-c3ccccc3Cl)nc3ccccc23)cc(OC)c1O	11	3	-13	-2	-1	6	12	-4	18	-3	-29
Cc1nc2ccccc2n1CC(=O)NN	-4	6	14	11	1	6	3	-6	14	-7	21
CC1CCCC(NC(=O)c2cccc(S(=O)(=O)NCc3ccccc3)c2)C1C (centres undefined)	2	-6	-3	19	6	4	5	1	6	-3	2
CN(C)c1ccc2c(O)cc(=O)n(C)c2c1	-2	2	-10	3	-20	0	-18	1	4	1	8
CC(=O)c1ccc(NCC(=O)N2CCN(c3ccccc3)CC2)cc1	7	-14	1	0	10	-7	15	-13	19	6	-6
Cc1nc(NCCCO)c(C#N)c2c1COC(C)(C)C2	0	-7	-12	-1	-1	5	17	-11	1	3	-8
CN(C(=O)c1cccc(NC(=O)Cc2ccc(NC(=O)C3CCCN(C(=O)c4ccccc4)C3)cc2)c1)C1CCCC1 (centres undefined)	13	1	-13	14	5	8	2	-10	7	-26	-1

Compound profiles, as listed above. Screens in order: C8 TRAIL sens, SRC1 inh, NCOA2 inhibitor, NR2F2 inh, TWEAK Fn14 block, NCOA3 inh, EBV LMP1 NFkB, TLR9-MyD88 block, LRH-1 inv ag, NOD2 RIPK2 PPI, TROY NFkB inh
CCOC(=O)c1cn(Cc2c(C)c(C)c(C)c(C)c2C)nn1 as listed: 8, 4, 13, -17, -1, 12, 11, -2, -7, -6, 14
Cc1nc2ccccc2n1CC(=O)NN as listed: -4, 6, 14, 11, 1, 6, 3, -6, 14, -7, 21

The results go on:
SMILES	C8 TRAIL sens	SRC1 inh	NCOA2 inhibitor	NR2F2 inh	TWEAK Fn14 block	NCOA3 inh	EBV LMP1 NFkB	TLR9-MyD88 block	LRH-1 inv ag	NOD2 RIPK2 PPI	TROY NFkB inh
O=C(NNS(=O)(=O)c1ccccc1[N+](=O)[O-])c1ccc(F)cc1	-1	20	4	1	22	7	-12	2	11	1	14
Cc1cc(C)n2nc(CNS(=O)(=O)c3ccc([N+](=O)[O-])cc3)nc2n1	5	-18	-7	-12	4	-3	7	9	11	-10	-11
Cc1ccc(NC(=O)COc2ccc3c(c2)OCO3)c(C)c1	9	-38	-26	-28	-27	-60	-7	2	-56	-10	-48
CCC(c1nnnn1Cc1ccco1)N1CCN(c2cc(Cl)ccc2C)CC1 (centres undefined)	11	2	-4	10	-15	14	-5	-14	1	1	12
CC(NC(=O)c1ccccc1[N+](=O)[O-])C1CC2CCC1C2 (centres undefined)	3	4	-26	3	7	12	-2	-8	-16	-8	-11
CCCc1cc(=O)n2[nH]c(C)c(-c3ccc(Cl)cc3)c2n1	-10	-4	12	2	10	7	12	-6	-7	7	13
Cc1[nH]c2ccccc2c1SCC(=O)N1CCC(C)CC1	5	-8	-3	5	-14	13	-3	2	-6	-4	-6
CCOC(=O)c1cc(-c2ccc(OC)cc2)nc2c1c(C)nn2CCC(N)=S	8	-5	18	-17	4	-2	-5	-3	25	5	10
COc1ccccc1-c1cc(C(=O)Nc2sc3c(c2C#N)CCC(C)C3)c2ccccc2n1 (centres undefined)	6	-7	-12	20	0	12	-4	2	-10	2	36
Nc1cc(=O)[nH]c(SCC(=O)Nc2cc(S(=O)(=O)N3CCOCC3)ccc2Cl)n1	-7	2	10	8	4	20	-4	-2	-11	-9	-14
CCCc1cc(=O)oc2cc(C)cc(OC(=O)c3ccco3)c12	-27	-6	-8	13	-3	5	-2	-6	14	-2	21
COc1ccc(NC(=O)CC2C(=O)N(c3ccc(OC)cc3)C(=O)N2Cc2ccc(OC)c(OC)c2)cc1 (centres undefined)	3	0	7	9	15	10	-5	5	7	4	11
Cc1cc(OCCN2CCCC2)cc(C(C)C)c1	-8	-7	-11	-9	-11	22	-14	-7	9	-3	0
O=C(NCCc1ccncc1)Nc1ccc(Cl)cc1	-19	-16	-39	-16	-11	-19	-1	14	-3	-8	-2
O=S(Cc1cc(Sc2ccccc2)nc(-c2ccccc2)n1)c1ccccc1 (centres undefined)	14	5	-9	0	-9	5	1	-3	-2	-2	1
CC(C)CCNC(=O)c1ccccc1SCC(=O)NC1CCCCCCC1	-7	-5	-18	-10	1	-18	-3	-1	5	-3	-11
COc1ccc(C(C(=O)NCc2ccccc2)N(C(=O)c2snc(C(N)=O)c2N)C2CCCC2)cc1O (centres undefined)	-30	-9	-4	-8	19	-4	-2	-3	-3	2	4
O=C(COC(=O)c1ccc(F)cc1)NCCc1ccc(F)cc1	-1	-10	-4	14	31	8	-11	2	10	0	12
O=C(NCc1ccccc1F)c1ccc2c(c1)OCO2	6	-2	10	1	34	-21	1	9	-26	-15	4
Clc1ccccc1Cc1noc(CN2CCN(c3cnccn3)CC2)n1	-33	-13	14	-14	12	19	-10	-3	12	5	-6
